Hep lipid drop – modulators of hepatic lipid droplet formation. inhibition, % at 6.5 µM. 0.4% of 240,000 active. AML12 mouse hepatocytes, oleate lipid droplets, BODIPY imaging;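 active = lipid droplet intensity inhibited by at least 50%, with more than 500 cells counted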
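Assay system: AML12 hepatocytes (mouse); Probe or stimulus: oleic acid at 100 µM to induce lipid droplet formation; Dosing: compound at 6.5 µM only; Schedule: compound with oleate, overnight; Detection: fluorescence imaging, 20x objective, two fields per well; Measure: % inhibition of lipid droplet signal.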
WT yeast gro inh – growth inhibition of WT yeast, mitochondrial fusion screen | 2.1% of 190,000 active | inhibition, % at 10 µM | mitochondrial fusion phenotypic screen, WT strain; in the data active = inhibition above about 58%; tested in S. cerevisiae
CSM14.1 death rescue – rescue of cells from ER stress-induced death, primary screen, 384-well, CSM14.1, thapsigargin, ATP luminescence (AID 1222). 190,000 tested, under 10 active. CSM14.1 thapsigargin-induced death rescue, ATP luminescence; higher % means a stronger effect. one-dose cellular ATP content (survival), % at 20 µM; EC50 in µM for titrated hits;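 active = EC50 below 50 µM in the dose-response confirmation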;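 note: death triggered by thapsigargin at about 15 µM added after 2 h compound pretreatment; cell ATP read after overnight thapsigargin exposure of roughly 18 to 22 hours; normalized against plate controls of thapsigargin alone and 5% DMSO vehicle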
TNAP activation fold – stimulation of alkaline phosphatase TNAP activity – biochemical, luminescent, no phosphate acceptor, uHTS, primary screen (AID 1001). purified TNAP, luminescent activation assay, no phosphate acceptor; higher activation fold means a stronger effect. one-dose activation fold at 20 µM; EC50 in µM for titrated hits. 0.03% of 200,000 active; in the data active = activation fold from about 3, or a potency from the dose series; inactive = the rest, 99 in 100 with activation fold below about 1.6; note: many of its hits are not listed in these tables
M1AAP inhibition – malaria alanyl aminopeptidase activity blockers – biochemical, fluorogenic H-Leu-NHMec substrate, 1536-well (AID 1445); recombinant M1AAP, H-Leu-NHMec fluorogenic kinetic assay; higher % means a stronger effect; inhibition, % at 30 µM, or IC50 in µM where a hit was titrated; 0.42% of 220,000 active;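 active = primary inhibition above the hit cutoff, then over 50% inhibition at one or more dose response concentrations, cut at about 23% in these data, passing the limit was not always enough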;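 note: plate controls were DMSO full reaction for no effect and no enzyme background for full effect; strong numbers were not always called active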
Myeloid diff MLP – promotes myeloid progenitor differentiation | 1% of 360,000 active | calls only at 10 µM | ER-HoxA9 myeloid progenitors, lysozyme-GFP differentiation, flow cytometry;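 active = normalized GFP-positive differentiation at or above the plate's own cutoff, the solvent-only control mean plus 3 SD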;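 note: cells exposed to compound for four days before flow analysis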
K1F lysis inhibition – inhibition of K1F phage lysis, E. coli UTI89, bacterial capsule biogenesis inhibitors, alamar blue (AID 488966); 0.02% of 340,000 active; inhibition, % at 100 µM, or IC50 in µM where a hit was titrated; E. coli UTI89 K1F phage lysis, alamar blue, 2 h; higher % means a stronger effect;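 active = phage lysis inhibition, versus mean bacterial control, above a set limit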;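 note: capsule biogenesis inhibitors block K1F phage lysis so surviving cells raise fluorescence; higher fluorescence means more inhibition of phage lysis; actives were called in the ten point dose series up to 300 µM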
PMI inhibitors – inhibitors of human PMI, primary screen, biochemical, fluorescence intensity, coupled assay (AID 1209). purified PMI enzyme, coupled fluorescence intensity; higher % means a stronger effect. 0.42% of 190,000 active. one-dose inhibition, % at 20 µM; IC50 in µM for titrated hits;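 note: plate controls were DMSO vehicle for no effect and wells lacking substrate for full effect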
human PMI inhibitors – MPI inhibition at elevated mannose 6-phosphate – biochemical, fluorescence intensity, high mannose 6-phosphate, primary screen (AID 1220); recombinant PMI enzyme, coupled fluorescence intensity; higher % means a stronger effect; inhibition, % at 20 µM, or IC50 in µM where a hit was titrated; 0.66% of 190,000 active
WT yeast gro inh mutant strain – second read-out of WT yeast gro inh, no call of its own (marks repeat the call); inhibition, %; mitochondrial fusion phenotypic screen, mutant strain inhibition
Hep lipid drop cells 6.5 µM – further read-out of Hep lipid drop, marked with its call; cell count; measured here: cell count, cytotoxicity flag;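 cells counted across two imaged fields per well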
Myeloid diff MLP GFP+ MAC1+ % – recorded beside Myeloid diff MLP, whose call it bears; GFP+ MAC1+ double positive, %; measured here: differentiation confirmed by MAC1 staining
Active calls of the source: *; i = inactive; nt = not tested or not shown; & = joins results of further samples; [ ] = remark or other dose. Cut-off read from the data, not from the text of the source, unless noted: active = inhibition above about 50%; inactive = the rest.

SMILES,TNAP activation fold,Myeloid diff MLP GFP+ MAC1+ %,Myeloid diff MLP,K1F lysis inhibition,Hep lipid drop,Hep lipid drop cells 6.5 µM,WT yeast gro inh mutant strain,CSM14.1 death rescue,human PMI inhibitors,WT yeast gro inh,M1AAP inhibition,PMI inhibitors
CNC(=O)COC(=O)c1cc(=O)[nH]c2ccccc12,0.9,1.4,i,1.5%,nt,nt,1.8,-1.0%,-1.7%,8.1,-4.6%,-3.0%
Cc1cccc2cc(CN(CC3CCCO3)C(=O)c3ccco3)c3nnnn3c12 (stereo unspecified),1.1,nt,nt,nt,-27.7,679,-14.3,0.0%,nt,-5.9,0.2%,nt
CN(C)CCCN(C(=O)COc1ccccc1)c1nc2c(F)cccc2s1,1,0.2,i,0.6%,-9.6,687,1.0,nt,-2.9%,11.8,1.8%,-24.2%
COc1ccc(-n2c(=S)[nH]c3cc(C(=O)NCc4ccco4)ccc3c2=O)cc1OC,1.1&1.1,0.5&0.1,i,0.2%&-0.2%,18.5,658,13.7&14.2,-0.4%&-1.2%,0.5%&-5.1%,-24.7&5.1,12.6%&7.8%,-1.7%&-9.8%
O=C(O)c1ccc(Nc2nc(-c3ccccc3)c3ccccc3n2)cc1,1.1,0.1,i,0.3%,0.2,649,18.7,0.7%,-6.4%,14.4,1.2%,-10.0%
Cc1ccc(S(=O)(=O)NCC(c2ccccc2)N2CCCCC2)cc1 (stereo unspecified),nt,0.4,i,0.4%,-6.3,689,nt,nt,nt,nt,-3.7%,nt
CCCCCCCn1c(NC(=O)CC)nc2ccccc21,nt,0.6,i,-2.5%,-11.6,679,nt,nt,nt,nt,-15.1%,nt
COc1ccc(CC(=O)NCC(=O)N/N=C(/C)c2ccco2)cc1,1.1,0.2,i,nt,-11.1,733,3.9,0.8%,-3.3%,7.6,3.5%,-10.7%
CCNc1nc(NCC)nc(SCCOC(=O)Nc2ccccc2)n1,1.1,0.9,i,-0.4%,42.4,747,12.0,0.9%,-0.2%,13.6,5.5%,-4.4%
Cc1cc(Cl)ccc1N(CC(=O)NCCSCc1ccco1)S(C)(=O)=O,1.1,0.2,i,0.1%,-15.1,652,-3.4,-1.8%,11.7%,1.0,0.8%,16.3%
CC(C)CC1C(C#N)=C(N)Oc2n[nH]c(-c3ccccc3)c21 (stereo unspecified),0.9,0.8,i,0.0%,2.4,776,1.3,1.1%,25.0%,-10.1,4.8%,21.6%
O=C(c1cccc2ccccc12)C1CCCN(C(=O)CCc2cnccn2)C1 (stereo unspecified),1.1,0.2,i,-1.0%,-1.4,726,-1.9,1.3%,-0.8%,8.6,1.4%,1.4%
CCn1c(SCC(=O)N(C(C)C)C(C)C)nnc1-c1cc2ccccc2cc1O,1,1.0,i,0.2%,4.7,703,5.0,5.8%,19.2%,14.4,9.0%,29.2%
Cc1c(CCOC(=O)c2cc([N+](=O)[O-])cc([N+](=O)[O-])c2)sc[n+]1CC(=O)c1ccc(Br)cc1,0.9,0.2,i,0.1%,-16.0,658,17.0,-4.1%,21.4%,35.6,1.2%,17.4%
COc1ccc(OCCNC(=O)CSc2ccc(C(F)(F)F)cc2[N+](=O)[O-])cc1,1.1,1.5,i,3.6%[50 µM],10.7,655,-11.8,-1.9%,9.4%,-8.0,1.4%,15.1%
O=C(CCN1C(=O)c2ccccc2C1=O)N1CCN(C(=O)c2ccccc2)CC1,1,1.2,i,-0.6%,13.2,772,-3.7,2.7%,6.0%,-6.5,2.6%,8.9%
COc1ccccc1NC(=O)CCS(=O)(=O)c1ccccc1,1.1,0.5,i,1.0%,0.6,692,9.6,1.4%,-3.5%,4.2,-6.8%,1.5%
COCCNC(=S)Nc1cc(OC)c(OC)cc1C#N,1,0.9,i,0.5%,-5.3,660,8.2,-1.0%,4.4%,9.4,8.2%,-15.9%
CC12CN3CCN(CC(C3)/C1=N/NC(=O)Nc1ccccc1)C2,1.1,0.3,i,0.1%,7.2,702,8.1,-7.8%,10.0%,14.6,-2.5%,9.4%
COc1ccc(C(=O)Cn2c(NCCO)nc3ccccc32)cc1,1,0.0,i,-1.0%,-28.1,680,-5.3,0.2%,-2.0%,-5.8,2.5%,-6.8%
Cc1nc2ccccc2c(=O)n1Nc1cccc(Cl)c1,1,1.1,i,1.8%[50 µM],-5.2,709,3.0,-1.7%,4.6%,8.1,1.4%,2.4%
COc1ccc(C2CC(=O)C=C(O)C2)cc1 (stereo unspecified),1.1,0.8,i,2.7%,nt,nt,-13.7,-4.9%,9.3%,-11.3,-2.4%,4.9%

Arranged by molecular weight (high to low): 10 of the compounds above.
SMILES,TNAP activation fold,Myeloid diff MLP GFP+ MAC1+ %,Myeloid diff MLP,K1F lysis inhibition,Hep lipid drop,Hep lipid drop cells 6.5 µM,WT yeast gro inh mutant strain,CSM14.1 death rescue,human PMI inhibitors,WT yeast gro inh,M1AAP inhibition,PMI inhibitors
COc1ccc(-n2c(=S)[nH]c3cc(C(=O)NCc4ccco4)ccc3c2=O)cc1OC,1.1&1.1,0.5&0.1,i,0.2%&-0.2%,18.5,658,13.7&14.2,-0.4%&-1.2%,0.5%&-5.1%,-24.7&5.1,12.6%&7.8%,-1.7%&-9.8%
COc1ccc(OCCNC(=O)CSc2ccc(C(F)(F)F)cc2[N+](=O)[O-])cc1,1.1,1.5,i,3.6%[50 µM],10.7,655,-11.8,-1.9%,9.4%,-8.0,1.4%,15.1%
Cc1cccc2cc(CN(CC3CCCO3)C(=O)c3ccco3)c3nnnn3c12 (stereo unspecified),1.1,nt,nt,nt,-27.7,679,-14.3,0.0%,nt,-5.9,0.2%,nt
CN(C)CCCN(C(=O)COc1ccccc1)c1nc2c(F)cccc2s1,1,0.2,i,0.6%,-9.6,687,1.0,nt,-2.9%,11.8,1.8%,-24.2%
Cc1ccc(S(=O)(=O)NCC(c2ccccc2)N2CCCCC2)cc1 (stereo unspecified),nt,0.4,i,0.4%,-6.3,689,nt,nt,nt,nt,-3.7%,nt
O=C(O)c1ccc(Nc2nc(-c3ccccc3)c3ccccc3n2)cc1,1.1,0.1,i,0.3%,0.2,649,18.7,0.7%,-6.4%,14.4,1.2%,-10.0%
COc1ccc(C(=O)Cn2c(NCCO)nc3ccccc32)cc1,1,0.0,i,-1.0%,-28.1,680,-5.3,0.2%,-2.0%,-5.8,2.5%,-6.8%
CCCCCCCn1c(NC(=O)CC)nc2ccccc21,nt,0.6,i,-2.5%,-11.6,679,nt,nt,nt,nt,-15.1%,nt
CNC(=O)COC(=O)c1cc(=O)[nH]c2ccccc12,0.9,1.4,i,1.5%,nt,nt,1.8,-1.0%,-1.7%,8.1,-4.6%,-3.0%
COc1ccc(C2CC(=O)C=C(O)C2)cc1 (stereo unspecified),1.1,0.8,i,2.7%,nt,nt,-13.7,-4.9%,9.3%,-11.3,-2.4%,4.9%

Rows are unselected; 4.6% or so of the library scored in one or more.
